NPC1 prom act: activators of NPC1 promoter | Potency, µM (series often up to 9.22 µM), for inactives: at the top dose activation, actives largely listed as activators | AID 485313 | 320,000 compounds, 2.4% hits | Huh7 NPC1 promoter luciferase reporter, 24 h;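 also: potency is read from the fitted curve at half-maximal effect; % of control where 0% means no effect; nearly all actives have a fitted effect of over 60% in size; reporter is driven by a mutant NPC1 promoter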
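Readout is luciferase luminescence, reflecting NPC1 promoter activation in stably transfected Huh7 cells after 24 h compound exposure at 37 °C in reduced-serum medium with 10% FBS.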
MBNL1 CUG block: inhibitors of human MBNL1 binding to CUG repeat RNA; TR-FRET MBNL1-His/biotin-(CUG)12 binding, 665/545 ratio; Potency, µM (doses to about 57.5 µM), for inactives: at the highest dose activity change, negative = inhibition, most hits filed as inhibitors; 280,000 compounds, 0.036% hits; active = well fitted inhibition curve with a large enough effect in the signal ratio, with a control signal flat, not every such curve was filed as active; inconclusive = small, poorly fitted or top-dose-only effect, or effect the other way, or a change in a side signal; inactive = no such curve, though single readings can be large or run the other way; the % refers to the signal ratio; also: potency is read from the fitted curve at half-maximal effect; % is scaled to controls: 0 for no effect and ±100 for the full control effect
Target sequence (Q9NR56 whole entry, looked up): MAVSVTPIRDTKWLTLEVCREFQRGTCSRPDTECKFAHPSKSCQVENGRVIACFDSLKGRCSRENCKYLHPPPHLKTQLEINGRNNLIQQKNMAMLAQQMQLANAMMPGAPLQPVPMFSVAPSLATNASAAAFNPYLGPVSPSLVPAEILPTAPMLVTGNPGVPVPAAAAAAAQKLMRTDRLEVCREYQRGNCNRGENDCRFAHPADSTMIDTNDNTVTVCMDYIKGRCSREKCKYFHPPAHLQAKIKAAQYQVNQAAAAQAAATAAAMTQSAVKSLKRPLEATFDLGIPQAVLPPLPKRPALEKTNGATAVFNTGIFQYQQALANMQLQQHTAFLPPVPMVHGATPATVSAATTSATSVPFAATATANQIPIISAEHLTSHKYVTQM
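Ratiometric TR-FRET (665 over 545 nm, excitation 340 nm) tracks disruption of MBNL1-His/biotin-(CUG)12 complex after 60 min at room temperature, with compounds at 92 nM to 58 uM final.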
Mito fusion act: mitochondrial division inhibition or fusion activation; S. cerevisiae fusion-defective mutant growth rescue, CellTiterGlo 48 h; Potency, µM (titrated, usually from 46.1 µM), without a hit: top-dose growth rescue (activation), usual class: activators; 320,000 compounds, 0.23% hits; AID 485298;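 also: potency is read from the fitted curve at half-maximal effect; % of control where 0% means no effect; nearly all actives have a fitted effect of over 45% in size; temperature-sensitive fusion mutants such as fzo1-1 at 37 °C on non-fermentable ethanol glycerol medium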
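Read-out: ATP-based luminescence (CellTiterGlo, 10 min ambient) reporting growth of fusion-defective ts yeast after 48 hours at 37C on glycerol/ethanol YPEG medium in the presence of compound.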
Rab9 prom act: Rab9 promoter activation. Huh7 Rab9 promoter-luciferase reporter, luminescence, 24 h. Potency, µM (top dose mostly 9.22 µM), for the others: at the top dose activation, negative = inhibition, most hits filed as activators. 320,000 compounds, 2.8% hits; also: potency is read from the fitted curve at half-maximal effect; % of control where 0% means no effect; nearly all actives have a fitted effect of over 60% in size
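Cell-based reporter: Huh7 stable for Rab9 promoter-driven luciferase, plated in reduced-serum medium with 10% FBS at 1500 cells/well, compound-treated 24 h at 37 °C, luminescence read after 10 min reagent.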
FLuc modulator: firefly luciferase modulation, counter-screen for miR-21 project; AID 588342; Potency, µM (top dose mostly 57.5 µM), for inactives: at the top dose activity change, negative = inhibition, actives largely listed as inhibitors; 360,000 compounds, 6.9% hits; purified FLuc, Km substrates, luminescence inhibition;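 also: potency is read from the fitted curve at half-maximal effect; plate controls were vehicle for no effect and reference inhibitor for full effect; nearly all actives have a fitted effect of over 55% in size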
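Purified P. pyralis luciferase, 10 nM final, with Km-level 10 uM D-luciferin and 10 uM ATP in 50 mM Tris acetate pH 7.5, 10 mM Mg acetate, 0.01% Tween-20, 0.05% BSA; 6-point qHTS titration about 60 µM downward; luminescence read.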
RORg inh: blocks mouse ROR gamma transcriptional activity; Drosophila S2 Gal4-RORgamma UAS-luciferase reporter, 20 h; P51450; 310,000 compounds, 5.4% hits; Potency, µM (titrated, usually from 53.6 µM), without a hit: top-dose activity change, negative = inhibition, usual class: inhibitors; also: potency is read from the fitted curve at half-maximal effect; % is scaled to controls: 0 for no effect and ±100 for the full control effect; nearly all actives have a fitted effect of over 60% in size
Target sequence (P51450 whole entry, looked up, the tested form may be a part): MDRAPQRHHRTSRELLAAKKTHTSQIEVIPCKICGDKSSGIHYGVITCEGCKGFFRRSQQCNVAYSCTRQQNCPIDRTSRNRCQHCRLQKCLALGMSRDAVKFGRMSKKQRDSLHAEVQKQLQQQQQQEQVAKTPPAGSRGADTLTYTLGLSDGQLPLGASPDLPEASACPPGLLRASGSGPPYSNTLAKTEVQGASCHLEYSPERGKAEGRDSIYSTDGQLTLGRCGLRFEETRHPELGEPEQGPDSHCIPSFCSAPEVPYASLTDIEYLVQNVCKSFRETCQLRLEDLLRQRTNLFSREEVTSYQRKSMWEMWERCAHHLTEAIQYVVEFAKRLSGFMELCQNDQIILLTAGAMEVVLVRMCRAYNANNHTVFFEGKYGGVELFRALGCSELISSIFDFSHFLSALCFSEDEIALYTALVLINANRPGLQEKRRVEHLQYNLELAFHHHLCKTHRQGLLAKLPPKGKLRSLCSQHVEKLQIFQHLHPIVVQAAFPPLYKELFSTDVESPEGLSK
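A Gal4/UAS one-hybrid system in insect cells: metallothionein-promoter Gal4–ROR gamma fusion plus Photinus luciferase reporter. Copper sulfate 700 uM final, 20 hr ambient incubation, luminescent detection after 10 min with reagent.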
Menin MLL FP TR: inhibitors of human menin-MLL interaction, mutant MLL peptide. O00255. Potency, µM (doses to about 61.6 µM), for inactives: top-dose FP activity change, negative = inhibition, actives largely listed as inhibitors. Menin + Texas Red MLL mutant peptide, fluorescence polarization. 270,000 compounds, 0.23% hits; active = well fitted inhibition curve with a large enough effect in the polarisation, with a control signal flat, not every such curve was filed as active; inconclusive = small, poorly fitted or top-dose-only effect, or effect the other way, or a change in a side signal; inactive = no such curve, though single readings can be large or run the other way; the % refers to the polarisation; also: potency is read from the fitted curve at half-maximal effect; % of control where 0% means no effect; many of its hits are not listed in these tables
Gal4-VP16 FLuc: Gal4-VP16 reporter inhibition counter-screen; Drosophila S2 Gal4-VP16 UAS-luciferase, luminescence, 20 h; Potency, µM (top dose mostly 53.6 µM), inactives show top-dose activity, negative = inhibition, actives largely listed as inhibitors; 310,000 compounds, 3.5% hits; AID 2546;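 also: Gal4-VP16 expression switched on by copper sulfate through the metallothionein promoter; potency is read from the fitted curve at half-maximal effect; % is scaled to controls: 0 for no effect and ±100 for the full control effect; nearly all actives have a fitted effect of over 50% in size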
KCNH2 3.1 inh: KCNH2 3.1 (human) potassium channel inhibition; AID 720553; U2OS KCNH2 3.1, thallium flux FluxOr; stronger effect = lower value; 340,000 compounds, 0.95% hits; activity change, % (tested at about 1.8 µM);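 active = maximum activity change below -70%; inconclusive = maximum activity change from -70% to -50%; inactive = maximum activity change above -50%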;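 also: thallium influx rate constant from kinetic fluorescence after stimulation buffer; % is scaled to controls: 0 for no effect and ±100 for the full control effect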
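Virally transduced U2OS (3.1 isoform, 4 h infection in dark at RT) → overnight 37 C → FluxOr + Red40 in HBSS/HEPES, 45 min → stimulation buffer, 2 min kinetic read → rate constant vs DMSO controls.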
PKM2 activator: increases activity of human pyruvate kinase M2; AID 1631; 260,000 compounds, 0.34% hits; Potency, µM (top dose mostly 57.5 µM), without a hit: at the highest dose activation, usual class: activators; P14618; purified PKM2, Kinase-Glo ATP luminescence, activation; response scale: 0% is enzyme alone, no compound; also: potency is read from the fitted curve at half-maximal effect; % is scaled to controls: 0 for no effect and ±100 for the full control effect; nearly all actives have a fitted effect of over 55% in size
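Purified hPK-M2 (>95% pure) converted ADP (0.1 mM final) to ATP with 0.5 mM PEP in 50 mM imidazole pH7.2, KCl, MgCl2, Tween 20, BSA; 1 h at room temperature. ATP detected by Kinase-Glo luminescence.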
ELG1 repair inh: ELG1-dependent DNA repair inhibition | HEK293T ELG1-luciferase reporter, luminescence, 16 h; DNA damage induced by 5-fluorouridine | Potency, µM (doses to about 46.1 µM), for the others: top-dose activity change, negative = inhibition, actives largely listed as inhibitors | 330,000 compounds, 2.3% hits | AID 504467; also: potency is read from the fitted curve at half-maximal effect; % is scaled to controls: 0 for no effect and ±100 for the full control effect; nearly all actives have a fitted effect of over 55% in size
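Overnight (16 hr) co-exposure of 2,000 cells/well to 5-fluorouridine and compound at 37 °C preceded detection. Luciferase was quantified via ONE-Glo luminescence; loss of signal denotes inhibition.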
Numbers without * were called inactive; ? = inconclusive; . = no result given; [ ] = remark or other dose. Unless noted, calls follow the shape of the dose curve; as a rule, active = well fitted curve in the direction sought with a large enough effect; inconclusive = small, poorly fitted or top-dose-only effect, or another doubt; inactive = no such curve, though single readings can be large; an effect the other way counts as inactive or inconclusive. This is a subset; rates above refer to the full screens.

SMILES | NPC1 prom act | MBNL1 CUG block | Mito fusion act | Rab9 prom act | FLuc modulator | RORg inh | Menin MLL FP TR | Gal4-VP16 FLuc | KCNH2 3.1 inh | PKM2 activator | ELG1 repair inh
Nc1ccc(C(=O)c2cccs2)cc1[N+](=O)[O-] | -6% | ? | 6% | -2% | -1% | 22% | ? | 2% | 6 | -5% | ?
COC(=O)c1ccc(C)c(NS(=O)(=O)c2ccc(OC)c(OC)c2)c1 | 0% | -15% | 0% | 2% | 1% | 9% | 7% | 2% | -26 | 2% | 3%
CCOc1ccc(S(=O)(=O)NCCC(=O)NCC2(N3CCCCC3)CCCCC2)cc1 | -3% | -13% | -1% | 3% | 0% | -20% | -2% | -12% | 3 | 3% | 1%
O=C(CSc1ccc(-c2ccncc2)nn1)c1ccc(Cl)cc1 | -7% | 13% | -5% | -17% | 2% | 16% | -1% | -12%[10 µM] | -1 | 5% | 1%
NC(=S)NN=C(c1ccccc1)c1ccccc1 | -4% | -4% | -9% | 0% | 0% | 7.1µM* | 3% | ? | -3 | . | -3%
CN1C(=O)NC(c2ccccc2)C2=C1CN(CCc1ccccc1)C2=O (centres undefined) | -3% | -2% | 1% | 14% | -1% | 28% | 11% | -5% | 10 | 1% | 2%
COc1ccc(C(=O)Oc2cccc(Nc3ncnc4ccccc34)c2)cc1OC | -6% | 2% | 11% | -2% | ? | -9% | 17% | ? | -17 | 1% | 16µM*
COc1ccc2nc(C)c(C(=O)NN)cc2c1 | -1% | -4%[11.5 µM] | 3% | 0% | -5% | ? | 6% | -24% | -1 | 1% | -1%
COc1cc(OC)c(NC(=O)CNC(=O)Cn2ccc3ccccc3c2=O)cc1Cl | -2% | 3% | -9% | -1% | 1% | -8% | -15% | -4% | -9 | -1% | 6%
COc1cccc(NC(=O)C(c2ccccc2)N2CCCCC2)c1 (centres undefined) | -5% | -13% | 9% | -30% | -6% | 0% | -17% | -3% | 15 | -6% | -20%
Cc1ccc(NS(=O)(=O)c2ccc(Br)s2)nc1 | 0% | -6% | 7% | 13% | -7% | -3% | -5% | -24% | 10 | 25% | -3%
CC(=O)Nc1ccccc1-c1nc2ccccc2nc1OCC(=O)c1ccc2ccccc2c1 | -3% | 25% | 0% | 1% | 1% | 2% | 9% | -7% | -2 | 0% | -2%
CCn1cnc2c1c(=O)n(Cc1nnc3n1-c1ccccc1SC3)c(=O)n2Cc1ccccc1 | 0% | ? | -1% | 3% | 3% | 17% | -19% | 1% | 13 | 1% | -2%
O=C(O)CC(NC(=O)COc1ccc(Cl)cc1Cl)C(=O)O (centres undefined) | 3% | 14% | 5% | 4% | 0% | 5% | -5% | 12% | 27 | -4% | 25%
Nc1nnc(CSCc2ccccc2Cl)s1 | 5% | . | -1% | 20% | -2% | 7% | . | 2% | 15 | 0% | 0%
O=C(Nc1cccc(Cl)c1)c1cccc(Oc2ccc([N+](=O)[O-])cc2Cl)c1 | -5% | . | ? | -5% | 3% | ? | ? | -11% | -12 | -13% | ?
COCc1nc2oc3ccc(C)cc3c(=O)c2cc1C(=O)OC | ? | 10% | -8% | 1.8µM* | 11µM* | -12% | ? | -4% | 20 | . | ?
COc1ccc(CCNC(=O)CSC2=NS(=O)(=O)c3ccccc3N2)cc1OC | -5% | . | -6% | -5% | -10% | . | . | . | 14 | . | -1%
Cc1ccc(NC(=O)Cn2c(C)cc(C)c(C#N)c2=O)c(Cl)c1 | -2% | -4% | 5% | 0% | 0% | 13% | ? | -4% | 2 | -4% | 5%
COc1ccc(C2CC2/C(=N/O)c2ccccc2)cc1 (centres undefined) | 27% | -4% | -4% | ? | ? | 22% | 0% | -2% | -13 | -3% | ?
CN(C)c1cc(N/N=C/c2ccccc2C(F)(F)F)nc(N(C)C)n1 | -1% | -2% | 4% | 13% | -5% | 0% | 29% | 2% | -14 | 0% | 16µM*
CCOC(=O)c1nnn(-c2nonc2N)c1CSc1ccccc1 | 0% | 0% | 12% | -4% | 6% | -42% | 6% | 21% | 3 | 4% | -12%
CCOc1ccc(CCNC(=O)CCS(=O)(=O)c2ccc(C)cc2)cc1OCC | 0% | 0% | -7% | -8% | 1% | -2% | 9% | -7% | 16 | . | 9%
O=C(Nc1ccc(Cl)c(Cl)c1)c1ccc(Cl)c(Cl)c1 | 3.5µM* | 10% | -5% | 3.5µM* | 12µM* | ? | ? | 2% | -17 | ? | ?
O=C1CC(c2ccccc2Oc2cccc(Cl)c2)C(n2cncn2)C(=O)C1C1NCCc2ccccc21 (centres undefined) | -10% | -4% | -1% | -2% | -2% | 2% | . | -8% | -2 | -5% | ?
C=CCSc1nc2c(c(=O)[nH]c(=O)n2C)n1C/C=C(/C)Cl | 0% | -6% | 2% | -13% | 5% | 4% | 2% | -6% | -4 | -12% | -14%
O=C(CCC(=O)OCc1ccc([N+](=O)[O-])cc1)Nc1ccccc1Cl | 0% | ? | -4% | -4% | 3% | -7% | -1% | 1% | 36 | 14% | 17%
CC(C)NC(=O)COc1cccc2ccccc12 | -4% | 5% | 2% | -1% | 5% | 8% | -3% | 0% | 9 | 3% | 9%
CCN(CC)C(=O)C12CC3CC(CC(Cl)(C3)C1)C2 | -2% | ? | 2% | -3% | 1% | 1% | -3% | -2% | 0 | 3% | 7%
CCN1CCN(C(=O)c2ccccc2NC(=O)c2ccc(Cl)cc2)CC1 | -3% | -7% | -9% | 2% | 3% | -2% | . | 4% | -2 | 0% | 13%
Cc1[nH]c2ccc(C(=O)NCCCN3CCCC3)cc2c1C | -2% | -5% | -3% | 4% | -2% | -17% | -16% | 1% | 5 | 1% | 3%
O=C1NC(c2cccc(Br)c2)=N/C1=C\c1ccco1 | ? | . | 4% | ? | 11µM* | 34%[10 µM] | ? | -24% | 16 | -4% | ?
O=C(/C=C/c1cccc(F)c1)NCCCn1ccnc1 | -3% | 12% | 13% | -1% | -5% | 11% | 3% | -3% | -7 | . | 1%
NC(=S)n1[nH]c(-c2ccc([N+](=O)[O-])cc2)c(N=Nc2cccc(Cl)c2)c1=O | -14% | 14% | 0% | -22% | -17% | 0.4µM* | ? | 7.1µM* | 4 | ? | 3.7µM*
CC(CCc1ccccc1)NC(=O)CN1CCN(c2ccccc2)CC1 (centres undefined) | -4% | -3% | 1% | -1% | 2% | 40% | ? | 10% | 22 | -3% | -4%
CCNc1nnc(-c2ccccc2OC)s1 | 6% | 4% | 1% | 11% | -17% | -7% | -14% | 5% | -6 | 1% | ?
CN(CC(=O)Nc1ccccc1Br)C(=O)c1cccnc1Nc1cccc(C(F)(F)F)c1 | -3% | -9% | -11% | 4% | 0% | ? | . | ? | -3 | -7% | ?
Cc1cc(C)cc(OCC(=O)N(Cc2ccc(N(C)C)cc2)C2CCS(=O)(=O)C2)c1 (centres undefined) | -8% | -4% | -3% | -3% | 0% | 37% | . | -3% | 4 | -3% | 0%
O=C(NCc1ccco1)c1ccc(COc2ccccc2Cl)cc1 | 0% | -1% | 2% | 10% | ? | ? | 44%[activator] | 15% | 11 | 8% | -3%
COc1cccc(Nc2nc(-c3cccc(N4C(=O)c5ccccc5C4=O)c3)cs2)c1 | 13% | 9% | 1% | 7% | 2.4µM* | 11% | 14µM* | -1% | -20 | 2% | 1%
CCN(CC)C(=O)Cn1cc(C(=O)C(=O)NCC2COc3ccccc3O2)c2ccccc21 (centres undefined) | -4% | 9% | 0% | 3% | ? | 41% | -2% | 3% | -8 | 5% | -4%
CCOC(=O)C1CCCN(C(=O)c2cccc(NC(=O)C(CC)CC)c2)C1 (centres undefined) | -6% | ? | -1% | -10% | 0% | -14% | -1% | -9% | 0 | -11% | 16%
CCOC(=O)N1CCN(S(=O)(=O)c2ccc(C)c(C)c2C)CC1 | 25% | 1% | -6% | -1% | 4% | 16% | -28% | 13% | . | 29% | 0%
COc1ccc2c(c1)oc(=O)c1c3ccccc3[nH]c21 | 23% | 102%[activator] | -1% | ? | ? | 32% | ? | 11%[10 µM] | -16 | 10% | 2%
CCC1(C)Cc2nc3[nH]c(=S)n(-c4ccccc4C)c(=O)c3cc2CO1 (centres undefined) | -1% | -9% | -1% | -1% | 1% | 6.3µM* | . | 10µM* | -14 | -4% | -12%
